V-ATPase pHluor = regulators of yeast V-ATPase proton pumping, primary screen, pHLuorin cytosolic pH fluorescence. S. cerevisiae. response, % at 10 µM. 0.37% of 350,000 active; in the data active = response mostly above about 7.3%, no sharp cut-off; inactive = mostly below about 5.4%; note: actives read high; inactives centre near 0; some compounds called inactive have numbers as strong as hits; reference of the scale not given here
Wnt act = Wnt/beta-catenin pathway activators, primary screen, cell-based, plate reader, single point | Wnt/beta-catenin reporter cell assay, activator | activation, % at 9.35 µM | 1.2% of 300,000 active; in the data active = activation above about 30%, passing the limit was not always enough; inconclusive = no clear call, values can overlap the other calls;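 note: 0% = neutral control wells and 100% = positive control wells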
Numbers without * were called inactive; ? = inconclusive. Only part of the results is shown, so the mix of outcomes need not match the whole.

nr	V-ATPase pHluor	Wnt act	canonical_smiles
1	2	-2	O=C(OCc1cn([C@@H]2C[C@H](c3ccc(Cl)cc3)N(Cc3cccs3)C[C@H]2O)nn1)c1ccccc1
2	1	-1	CC1=C(C(=O)N2CCOCC2)CC(CC(=O)NCCc2ccccn2)C(=O)N1Cc1ccc(F)cc1 (stereo not given)
3	-1	-2	CC(C)C1C(=O)N(Cc2cn(CC3CCCCC3)nn2)CCS(=O)(=O)N1Cc1ccc(-c2ccc(Cl)nc2)cc1 (stereo not given)
4	3	1	CCOC(=O)Cc1csc(NC(=O)CCC(=O)O)n1
5	3	-1	C/C(CC(=O)Nc1ccc(N(C)C)cc1)=N\NC(=O)c1ccccc1Cl
6	-3	-1	C[C@H](CO)N1C[C@H](C)[C@H](CN(C)C(=O)Nc2cccc(Oc3ccccn3)c2)OCc2cnnn2CCCC1=O
7	-2	0	C[C@@H]1CN([C@H](C)CO)S(=O)(=O)c2ccc(Br)cc2O[C@H]1CN(C)C(=O)C1CCCCC1
8	-3	-1	CC(=O)Nc1cccc(NC(=O)C2CCCO2)c1 (stereo not given)
9	2	1	CC1=C(C(=O)N(C)C)CC(CC(=O)NCCCN(C)C)C(=O)N1Cc1ccccc1 (stereo not given)
10	3	0	O=C(C[C@@H]1C[C@H]2c3cc(NC(=O)Nc4ccccc4F)ccc3O[C@H]2[C@H](CO)O1)NCC(F)(F)F
11	-3	-6	Cc1ccc(C(=O)CCC(=O)N2CCN(C/C=C/c3ccccc3)CC2)cc1
12	0	-1	CCCCc1nc(Cl)c(C#N)c2c1CCC2
13	-6	0	COc1nc(-c2ccccc2)nc(-c2ccccc2)c1C
14	-3	-2	CSCc1ccc(C(=O)OCC(=O)NC2CCCC2)o1
15	1	-1	COc1ccc([C@@H]2C[C@H]3[C@@H](CN2S(=O)(=O)c2ccccc2)C(=O)C[C@@H](c2ccccc2F)N3S(=O)(=O)c2ccc(C)cc2)cc1
16	-2	-4	CCOC(=O)C1(C#N)C(=O)CSC1=Nc1ccccc1Cl (stereo not given)
17	2	-2	CNC[C@H]1Oc2cc(Br)ccc2S(=O)(=O)N([C@@H](C)CO)C[C@@H]1C
18	0	0	COc1cccc(/C=C/C(=O)N2CCN(S(=O)(=O)c3ccccc3)CC2)c1
19	-3	4	COc1ccc(S(=O)(=O)N(C)C[C@H]2Oc3ncc(Br)cc3C(=O)N([C@@H](C)CO)C[C@@H]2C)cc1
20	0	?	COc1ccc(C(=O)Nc2nc(CC(=O)NCc3c(F)cccc3F)cs2)cc1

Further results
nr	V-ATPase pHluor	Wnt act	canonical_smiles
21	0	0	O=C(Cn1nc(-c2ccc(Cl)cc2)c2ccccc2c1=O)NN1CCOCC1
22	-1	0	C[C@@H]1CN([C@H](C)CO)C(=O)CCCn2cc(nn2)CO[C@H]1CN(C)S(=O)(=O)c1ccccc1C#N
23	1	2	COc1ccc(C=CC(=O)c2ccc(OC)c(OC)c2)cc1O
24	1	-7	Cc1ccc(Cl)cc1N1C(=O)CC(Sc2ccccc2N)C1=O (stereo not given)
25	1	0	Cc1nc(N2CCN(S(=O)(=O)c3cccs3)CC2)c2c(-c3ccccc3)c(C)sc2n1
26	-1	1	Nc1nc2ccc(Br)cc2s1
27	3	-5	CC12CCC(/C(=C/NNc3ccc([N+](=O)[O-])cc3[N+](=O)[O-])C1=O)C2(C)C (stereo not given)
28	2	-2	CC(c1nc2ccccc2c(=O)[nH]1)N1CCN(S(=O)(=O)c2ccc(F)c(Cl)c2)CC1 (stereo not given)
29	-2	1	COC(=O)[C@H]1C[C@H](OC(=O)NC2CC2)[C@@]2(O)CN(S(=O)(=O)c3ccc(C)cc3)CC2[C@H]1C(=O)OC (stereo not given in full)
30	1	?	CCOc1cc(C(c2c(O)nc(SC)[nH]c2=O)c2c(O)nc(SC)[nH]c2=O)ccc1O
31	-2	-1	O=C(CNC(=O)C12CC3CC(CC(C3)C1)C2)N1CCCC(C(F)(F)F)C1 (stereo not given)
32	-2	-2	CCOC(=O)c1cc(=O)nc(N)s1
33	0	-1	C[C@H]1CN([C@@H](C)CO)S(=O)(=O)c2ccc(C#Cc3ccccn3)cc2O[C@H]1CN(C)Cc1ccc(F)cc1
34	-19	1	Cc1ccc(-c2cn3nc(-c4ccccc4)c(-c4ccccc4)nc3n2)cc1
35	0	-1	Nc1cc(N)nc(SCc2ccccc2Cl)n1
36	0	-2	Cc1ccc(S(=O)(=O)N(C)C[C@H]2OCc3cn(nn3)CCCC(=O)N([C@H](C)CO)C[C@@H]2C)cc1
37	1	6	CCN(CC)C(=O)C1=C(C)N(CCCN2CCCC2=O)C(=O)C(CC(=O)NC2CCCCC2)C1 (stereo not given)
38	-4	2	COc1ccc(CCNC(=O)CN(c2ccccc2)S(=O)(=O)c2ccccc2)cc1
39	-2	4	CCCCCC(=O)Nc1ncc2c(n1)CC(c1cccs1)CC2=O (stereo not given)
40	-2	-1	COc1ccc(CNc2ncnc3c2[nH]c2ccccc23)cc1

Next part.
nr	V-ATPase pHluor	Wnt act	canonical_smiles
41	-5	4	O=C(Oc1ccc[nH]c1=O)C1CC1
42	0	-1	CCCn1c(=S)[nH]c2cc(C(=O)N3CCN(c4ccccc4)CC3)ccc2c1=O
43	-2	-2	CCCCN1C(=O)C(CC(=O)NCC2CCCCC2)CC(C(=O)N(CC)CC)=C1C (stereo not given)
44	3	-7	CN(C)S(=O)(=O)c1cccc(NC(=O)COc2ccccc2C(=O)Nc2ccccc2)c1
45	-3	-2	COc1cc(C(C)=O)ccc1OCC(=O)Nc1ccc(S(=O)(=O)N2CCCCC2)cc1
46	-1	-1	CC1C(=O)N(Cc2cn(CCC3OCCO3)nn2)CCS(=O)(=O)N1Cc1ccc(-c2ccc(F)cc2)cc1 (stereo not given)
47	2	44*	COC(=O)C1=C(C)Nc2nc3ccccc3n2C1c1cc(OC)c(OC)c(OC)c1 (stereo not given)
48	-2	-1	CC1=C(C(=O)N2CCOCC2)CC(CC(=O)NCCCCc2ccccc2)C(=O)N1CCC1=CCCCC1 (stereo not given)
49	1	-3	O=C(C[C@H]1C[C@@H]2c3cc(NC(=O)Nc4ccccc4)ccc3O[C@@H]2[C@@H](CO)O1)NCC1CC1
50	1	0	CCOC(=O)C1=C(C)OC(=CC=Cc2ccccc2)C1=O
51	3	-2	COc1ccc(S(=O)(=O)N(C)C[C@@H]2OCc3cnnn3CCCC(=O)N([C@@H](C)CO)C[C@@H]2C)cc1
52	1	-4	Cc1cccc(C(=O)NNC(=O)C2CCCCC2)c1O
53	4	-1	COc1ccc(NC(=O)C2CC2(Cl)Cl)cc1S(=O)(=O)N1CCCCC1 (stereo not given)
54	2	0	O=C(O)c1cocc1C(=O)O
55	1	-2	COc1cccc(NC(=O)N(C)C[C@@H]2OCc3cnnn3CCCC(=O)N([C@@H](C)CO)C[C@H]2C)c1
56	0	-1	C[C@@H]1CN([C@@H](C)CO)C(=O)c2cc(/C=C/c3ccccc3)cnc2O[C@@H]1CN(C)S(=O)(=O)c1ccc(F)cc1
57	-2	-2	O=C(COc1ccc(Cl)cc1)N1CCN(S(=O)(=O)c2cc(F)ccc2F)CC1
58	-2	0	Cc1c(Cl)cccc1NC(=O)C1CC2CCC1C2 (stereo not given)
59	-1	2	COc1ccc(NC(=O)CNCc2cccs2)c(OC)c1
60	3	-2	COC(=O)[C@H]1C[C@H](OC(=O)Nc2c(C)noc2C)[C@@]2(O)CN(S(=O)(=O)c3ccc(C)cc3)CC2[C@H]1C(=O)OC (stereo not given in full)

Other entries.
nr	V-ATPase pHluor	Wnt act	canonical_smiles
61	0	-2	CC(NS(=O)(=O)c1cccc(Cl)c1F)[C@H](O)c1ccccc1 (stereo not given in full)
62	-1	-2	C[C@@H](NC(=O)c1ncn2c1c(=O)[nH]c1ccc(Br)cc12)c1ccccc1
63	0	-1	CCc1nc(NCC2CC2)c2nnn(Cc3ccccc3)c2n1
64	0	-1	Cc1ccc(NC(=O)CSC(C)C(=O)OCc2cc(=O)oc3cc(O)ccc23)cc1 (stereo not given)
65	0	11	Oc1cccc2c3c(oc12)CCCC3
66	5	-3	Cc1ccc(S(=O)(=O)NCCCCCCNS(=O)(=O)c2ccc(C)cc2)cc1
67	0	-3	C[C@@H]1CN([C@H](C)CO)C(=O)CCCn2cc(nn2)CO[C@H]1CN(C)S(=O)(=O)c1ccc(Oc2ccccc2)nc1
68	0	3	CC(C)(C)OC(=O)N1CCc2onc(-c3ccc(Br)cc3)c2C1=O
69	1	-1	O=c1[nH]c(=S)n2c(c1-c1ccccc1)OC(CBr)C2 (stereo not given)
70	1	20	COc1ccc(-c2csc(NC(=S)NC(=O)c3ccccc3)n2)cc1Br
71	3	-1	CCC[C@H]1CN(c2ccccc2)C(=O)[C@@H]1CC(=O)Nc1ccc(OC)cc1
72	0	-1	C[C@H](CO)N1C[C@H](C)[C@H](CN(C)S(C)(=O)=O)OCc2cnnn2CCCC1=O
73	-1	-3	CCc1ccc([C@@H]2C[C@H]3[C@@H](CN2S(=O)(=O)c2ccc(C)cc2)C(=O)C[C@@H](c2ccccc2F)N3S(=O)(=O)c2ccc(C)cc2)cc1
74	1	-5	O=C(COC(=O)c1cccc(Br)c1)Nc1cccc(S(=O)(=O)N2CCCCC2)c1
75	-1	-2	NC(=O)N/C=C1\CCCOC1=O
76	0	-2	COc1ccc(N(CC(=O)NCc2cccs2)S(=O)(=O)c2ccc(C(C)=O)cc2)cc1
77	1	0	Cc1ccc(OC(C)C(=O)Nc2cccc(S(=O)(=O)N3CCCCCC3)c2)cc1 (stereo not given)
78	-1	9	COc1cc(CNC[C@H]2O[C@@H](n3ccc(N)nc3=O)[C@H](O)[C@@H]2O)ccc1OCc1ccc(C)cc1
79	-2	9	Cc1cccc(NNC(=S)Nc2ccccc2)c1
80	1	-3	Cc1ccc2nc3n(c(=O)c2c1)-c1ncccc1C(=O)NC3Cc1ccccc1 (stereo not given)

Further structures.
nr	V-ATPase pHluor	Wnt act	canonical_smiles
81	-2	-5	NC(=S)NN=Cc1nccc2c(C(F)(F)F)cccc12
82	-3	-3	O=C(NCC(c1cccs1)N1CCOCC1)c1cc(F)cc(F)c1 (stereo not given)
83	1	4	Cc1ccc(S(=O)(=O)NN(Cc2ccccc2)Cc2ccccc2)cc1
84	3	7	COc1ccc2c(c1)CSC(c1ccccc1)C2=O (stereo not given)
85	1	-3	CC(C)(C)OC(=O)N1CCC(NC(=O)c2[nH]cnc2C(=O)Nc2ccc(Br)cc2F)CC1
86	-1	-2	CCCCCC(=O)OCc1ccc(C2=CC(=O)CC(C)(C)C2=O)cc1
87	0	1	COc1ccc(NC(=O)N(C)C[C@@H]2OCc3cnnn3CCCC(=O)N([C@H](C)CO)C[C@H]2C)cc1
88	1	-1	C[C@@H]1CCCCO[C@H](CN(C)C(=O)Nc2ccc3c(c2)OCO3)[C@@H](C)CN([C@H](C)CO)C(=O)c2cc(NS(=O)(=O)c3ccc(F)cc3)ccc2O1
89	1	-1	C#CCN(C[C@@H]1[C@@H](OC(=O)NC2CC2)[C@@H](OC(=O)NC2CC2)Cn2c(=O)n(CCCCCC)c(=O)n21)S(=O)(=O)c1ccc(C)cc1
90	0	-6	O=C(O)C1C=CCC(C(=O)O)C1 (stereo not given)
91	1	0	O=C(CNC(=O)c1ccccc1)OC(C(=O)O)c1ccc(F)cc1 (stereo not given)
92	4	-4	CCOC(=O)N1CCC(=NNC(N)=O)C1
93	-2	-1	COc1cccc(OCC(=O)NCCS(=O)(=O)N2CCN(c3ccccc3)CC2)c1
94	-1	-1	C=CCOC(=O)COc1ccc2c3c(c(=O)oc2c1)CCCC3
95	1	-2	O=C(OCc1cn([C@H]2C[C@H](c3ccccc3)N(CC3CCCCC3)C[C@@H]2O)nn1)c1ccccc1
96	0	-1	COc1ccc(CNC(=O)OC23CN(C(=O)OC(C)C)N(C(=O)OC(C)C)CC2(O)CN(S(=O)(=O)c2ccc(C)cc2)C3)cc1OC (stereo not given)
